TbREL1 primary = TbREL1 RNA ligase inhibitors, primary screen, biochemical, FRET fluorescence. inhibition, % at 9.66 µM. AID 1117264, 2014. TbREL1 RNA ligation. RNA-editing ligase 1, mitochondrial (Trypanosoma brucei brucei), P86926. 89,000 tested, 0.49% active;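 active means inhibition above the mean inhibition across all screened compounds plus 3 SD, cut at about 11% in these data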;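 further: 0% = plate median of test wells and 100% = NSC42067 control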
Target sequence (P86926 whole entry, looked up): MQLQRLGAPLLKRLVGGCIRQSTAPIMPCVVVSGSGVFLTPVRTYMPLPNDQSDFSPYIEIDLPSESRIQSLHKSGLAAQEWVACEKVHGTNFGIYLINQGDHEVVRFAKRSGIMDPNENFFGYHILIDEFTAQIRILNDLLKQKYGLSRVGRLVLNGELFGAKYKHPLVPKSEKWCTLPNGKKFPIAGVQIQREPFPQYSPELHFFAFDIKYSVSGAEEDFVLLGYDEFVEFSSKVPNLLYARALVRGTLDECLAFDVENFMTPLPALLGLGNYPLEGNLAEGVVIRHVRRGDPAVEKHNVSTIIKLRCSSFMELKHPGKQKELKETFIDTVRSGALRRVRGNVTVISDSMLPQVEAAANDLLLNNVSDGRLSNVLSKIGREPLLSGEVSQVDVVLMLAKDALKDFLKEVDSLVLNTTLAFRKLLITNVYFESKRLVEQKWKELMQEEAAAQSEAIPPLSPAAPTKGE
* hit, by the source's call.

Compound | TbREL1 primary
O=C(NCCNC(=O)c1cccnc1)c1ccc(Br)cc1 | -1.1
C=CCC1CCCC(=O)N2CCCC12 (stereo not given) | -0.2
CN1CCN(S(=O)(=O)c2cccc(C(=O)Nc3cc(Cl)ccc3N3CCOCC3)c2)CC1 | -6.2
C[C@H]1NC(=O)[C@@]2(C)[C@H](c3ccccc3)[C@H]3COc4ccccc4[C@@H]3N2C1=O | -2.6
COc1ccc(Oc2nccc(-c3ccc(F)cc3)c2C#N)cc1 | 0.5
O=C(Cc1ccc(S(=O)(=O)N2CCOCC2)s1)Nc1cc(C(F)(F)F)ccc1N1CCCC1 | 1.8
CCC(Sc1nccn1C)C(=O)Nc1nnc(C)s1 (stereo not given) | 0.7
Cc1c(NC(=O)COc2ccc3ccccc3c2)c(=O)n(-c2ccccc2)n1C | 3.8
CN(Cc1ccccc1)C(=O)c1ccccc1C(=O)O | 1.8
CN1CCCN(C(=O)c2ccc(Cl)c(S(=O)(=O)N(C)c3ccccc3)c2)CC1 | 3.1
CC1(C)CC(=O)c2sc(NC(=O)CN3CCOCC3)nc2C1 | 0.3
O=[N+]([O-])c1ccc(N2CCOCC2)cc1NCc1ccccc1 | -0.1
CC1CCC2(CC1)NC(=O)N(CC(=O)Nc1nc(-c3ccc(F)cc3)cs1)C2=O (stereo not given) | -2.1
CC(=O)Nc1cc(-c2nc3ccccc3o2)ccc1Cl | -0.6
COc1ccc(F)cc1S(=O)(=O)N1CCCCC1 | 0.0
Cc1c(C(=O)N2CCN(c3ccccc3)CC2)oc2c1C(=O)CC(C)(C)C2 | -4.2
CCOC(=O)N1CCN(C(=O)CCn2c(=O)[nH]c3ccsc3c2=O)CC1 | 2.6
COc1ccc(C(CC(=O)N2CCCCC2)c2c(OC)cc(OC)c3ccc(=O)oc23)cc1 (stereo not given) | -0.9
CC1SC2(NC1=O)C1CC3CC(C1)CC2C3 (stereo not given) | -1.0
COc1cc(C(=O)N2CCN(C(=O)C3CC3)CC2)cc(OC)c1OC | 0.0
CCOc1c(CNCCN2CCOCC2)cccc1OC | 4.7
CC(=O)c1ccc(N2CCN(C(=O)Nc3ccc(C)cc3)CC2)cc1 | -2.3
Cc1cc(Cl)ccc1NC(=O)C1CCN(S(C)(=O)=O)CC1 | -3.0
COC(=O)[C@@](C)(O)C1(C(=O)SC(C)(C)C)CC1 | 8.7
Cc1ccc(CCNC(=O)C2CCN(S(=O)(=O)c3c(C)nn(C)c3C)CC2)cc1 | -2.7

Ordered by heavy-atom count (highest first): some entries from above
Compound | TbREL1 primary
Cc1ccc(CCNC(=O)C2CCN(S(=O)(=O)c3c(C)nn(C)c3C)CC2)cc1 | -2.7
CCOC(=O)N1CCN(C(=O)CCn2c(=O)[nH]c3ccsc3c2=O)CC1 | 2.6
O=[N+]([O-])c1ccc(N2CCOCC2)cc1NCc1ccccc1 | -0.1
O=C(NCCNC(=O)c1cccnc1)c1ccc(Br)cc1 | -1.1
CN(Cc1ccccc1)C(=O)c1ccccc1C(=O)O | 1.8
COc1ccc(F)cc1S(=O)(=O)N1CCCCC1 | 0.0

Rewritten with values ahead of the structure: entries from further up.
| TbREL1 primary | mol |
| --- | --- |
| 0.0 | COc1cc(C(=O)N2CCN(C(=O)C3CC3)CC2)cc(OC)c1OC |
| 4.7 | CCOc1c(CNCCN2CCOCC2)cccc1OC |
| -2.3 | CC(=O)c1ccc(N2CCN(C(=O)Nc3ccc(C)cc3)CC2)cc1 |

Continued.
Compound | TbREL1 primary
O=C(NCc1ccccn1)C(=O)NCC1OCCN1S(=O)(=O)c1ccc([N+](=O)[O-])cc1 (stereo not given) | 0.2
COc1cc(NC(=O)COC(=O)CC(NC(C)=O)c2ccccc2)cc(OC)c1 (stereo not given) | 1.2
O=C(NNS(=O)(=O)c1ccc(F)cc1)c1ccc(S(=O)(=O)N2CCCCC2)cc1 | -1.9
O=C(N[C@H](Cc1ccccc1)C(=O)NCc1cccc2ccccc12)[C@H]1O[C@@H](n2ccc(=O)[nH]c2=O)[C@H](O)[C@@H]1O | -1.0
CCn1c(SCC(=O)NCCc2ccc(Cl)cc2)nnc1-c1cccs1 | 5.6
O=C(OCC(=O)N1CCc2ccccc21)C1=COCCO1 | 1.3
COc1ccc(-c2oc3c(c2C#CC2(O)CCCCC2)C(OC)CCC3)cc1 (stereo not given) | -1.5
O=C(CCCCCn1c(=O)[nH]c2ccccc2c1=O)NCCc1c[nH]c2ccccc12 | -1.2
S=C(NCCSCc1ccc(Cl)cc1)Nc1ccccc1 | -2.8
CC1(C)O[C@@H]1COc1c2ccoc2cc2oc(=O)ccc12 | 0.5
Cc1ccc(CCNC(=O)C2=CCN(S(=O)(=O)c3ccccc3)CC2)cc1 | 3.1
CCc1nc2ccc(C(=O)NCCCn3ccnc3)cn2c1N(CC)CCOC | -3.7
CCN1C(=O)[C@H]2[C@@H](c3ccc(C)cc3)N3C(=O)N(c4ccc(OC)cc4)C(=O)[C@@]3(Cc3ccc(Cl)cc3)[C@H]2C1=O | 1.3
CCOC(=O)CC(N)c1ccc2c(c1)OCO2 (stereo not given) | 1.9
O=C(CN1CCN(c2ccccn2)CC1)N1CC(O)CO1 (stereo not given) | -0.7
COc1ccc([N+](=O)[O-])cc1NC(=O)Nc1ccccc1 | 0.9
NC(=O)c1ccccc1N=Cc1ccccn1 | 6.4
Cc1ccccc1NC(=O)c1cccc(N2C(=O)C3CCC(C)CC3C2=O)c1 (stereo not given) | 1.0
C=CCn1c(-c2cccnc2Cl)nc2cc(Cl)c(Cl)cc21 | 1.6
Cc1nnc(NC(=O)c2c(F)c(F)c(F)c(F)c2F)s1 | -0.4
CC(C)Oc1cccc(C(=O)C2CCCN(C(=O)CCn3cnnn3)C2)c1 (stereo not given) | 1.0
O=C(Cn1c(NCCO)nc2ccccc21)Nc1ccc2c(c1)OCCCO2 | 4.7
CCOc1ccccc1Nc1nnc(SCC(=O)NC2CCS(=O)(=O)C2)s1 (stereo not given) | -2.4
COc1ccc(C2=NOC(Cn3nc(-c4ccccc4C)cc3C(=O)O)C2)cc1 (stereo not given) | -4.6
Cn1nnnc1SCCNC(=O)C1CCC(=O)N(CCc2ccccc2)C1 (stereo not given) | 3.8
CCc1nnc(NC(=O)c2ccc3c(c2)C(=O)N(CC)C3=O)s1 | 1.0
O=C(Nc1ccccn1)C(=O)N1CCCCC1 | -0.8
Cc1nonc1NC(=O)CSc1nc2ccc(Cl)cc2[nH]1 | 1.4
CCCSc1nc2c([nH]1)c(=O)n(C)c(=S)n2C | 1.3
Cn1c(Cn2c(=O)sc3ccccc32)nnc1SCc1cccc(F)c1 | -2.0
O=C(COc1ccc(Cl)c(Cl)c1)NC1CCS(=O)(=O)C1 (stereo not given) | 1.6
Cn1c(=O)[nH]c(=O)c2c1nc(N(CCO)Cc1ccccc1)n2Cc1ccccc1Cl | 5.0
COc1ccc(S(=O)(=O)N(C)CC(=O)Nc2c(F)cccc2F)cc1 | 3.1
O=C(NCCCN1CCOCC1)C1CCN(S(=O)(=O)c2cccc(Cl)c2Cl)CC1 | -0.8
CCN(C(=O)c1ccco1)c1nnc(-c2ccc(OC)cc2)s1 | -0.7
O=C(COC(=O)/C=C/c1cccc(F)c1)NNC(=O)c1ccccc1 | 0.5
O=C(/C=C\c1ccc2c(c1)OCO2)NC1(C(=O)Nc2ccc3c(c2)OCO3)CCCCC1 | 0.6
O=C(Nc1ccncc1)Nc1ccccc1Cl | 0.4
CCOC(=O)Cn1nc(C)c2ccccc2c1=O | 4.4
CN(NS(=O)(=O)c1cccs1)c1ncc(C(F)(F)F)cc1Cl | -1.1
CN1CCC(N2CCN(c3cccc(C(F)(F)F)c3)CC2)CC1 | 1.7
COc1ccc(NC(=O)CN(C)C(=O)CSc2nc3ccccc3s2)cc1 | -2.7
CC1CCN(Cc2nnnn2-c2cccc([N+](=O)[O-])c2)CC1 | 4.7
Cc1c(NS(=O)(=O)c2cccc(C(=O)Nc3ccc(SC(F)F)cc3)c2)c(=O)n(-c2ccccc2)n1C | -1.9
Clc1cccc(CSc2nccn2-c2ccccc2)c1 | 0.1
COc1ccc(CNC(=O)[C@H](C)NC(=O)C2CC(=O)N(c3ccc4c(c3)OCO4)C2)cc1 (stereo not given in full) | -1.2
Cc1cc(CNC(=O)C2(C(F)(F)F)C/C(=C\CCO)CCCO2)nn1C (stereo not given) | -0.4
O=C(COc1cccc(C(F)(F)F)c1)N1CCN(c2ccc(O)cc2)CC1 | -3.5
CC1Cc2ccccc2N1C(=O)COC(=O)c1ccc(Cl)c(S(=O)(=O)N2CCOCC2)c1 (stereo not given) | 4.3
CCOc1ccc(S(=O)(=O)N2CCOCC2)cc1NC(=O)CSCC(=O)Nc1cccc(C)c1 | 0.3

Further entries follow.
molecule | TbREL1 primary
O=C(Nc1ccccc1F)C1CCN(S(=O)(=O)c2cccc3nonc23)CC1 | -0.1
Cc1ccccc1-n1ncc2c1CC(C)(C)CC2NC(=O)c1snnc1C (stereo not given) | 3.1
Cc1cccc(C)c1OCC(=O)N=Nc1c(O)[nH]c2ccc(Br)cc12 | 4.0
O=C(CSc1nnc2sc3ccccc3n12)NCc1ccco1 | -0.9
CCOc1ccc(-n2c(=O)cc(N3CCN(c4ccccc4)CC3)[nH]c2=O)cc1 | 1.0
NS(=O)(=O)c1ccc(NC(=O)COC(=O)CCC2CCCCC2)cc1 | -2.0
COc1cccc(CN2CC(C(=O)NCCCCc3ccccn3)CCC2=O)c1 (stereo not given) | 4.3
CCNc1nc(NCC)n2c(SCC(=O)Nc3ccc(F)cc3[N+](=O)[O-])nnc2n1 | 2.8
O=C(CN1C(=O)c2ccccc2C1=O)OCC(=O)N1CCN(c2ccccc2)CC1 | -3.8
COc1ccc(-n2c(C)nnc2SCC(=O)NC2CC2)cc1 | 5.4
CC(C)(C)NC(=O)CN(Cc1ccco1)C(=O)CCC(=O)Nc1nccs1 | 1.9
O=C(OCC#CCSc1nnc(-c2ccc(Br)cc2)o1)c1cccs1 | -0.8
Cc1cc2oc(=O)cc(CN3CCN(C/C=C/c4ccccc4)CC3)c2cc1O | 5.3
CCCCn1c(N)c(Br)c(=O)[nH]c1=O | 9.1
C/C(=N\NC(=O)COc1ccc([N+](=O)[O-])cc1)C(C)(C)C | 1.5
COc1ccc(S(=O)(=O)Nc2ccc3c(c2)C(=O)N([C@H](C)CO)C[C@H](C)[C@@H](CN(C)S(=O)(=O)c2cccs2)O3)cc1 | -2.2
COc1ccc(Sc2nnc(-c3ccccc3)cc2C#N)cc1 | 1.7
Cn1cc(C(=O)C(=O)N2CCCCC2)c2ccccc21 | -0.1
CC1(c2nnnn2-c2ccc(F)cc2)CCCC(=O)N1CCc1c[nH]c2ccccc12 (stereo not given) | -6.5
N#CC1=C(N)Oc2n[nH]c(-c3ccc(F)cc3)c2C1c1cccc(OC(=O)N2CCOCC2)c1 (stereo not given) | -2.5
CCOC(=O)C(C)n1cnc2c(oc3ccccc32)c1=O (stereo not given) | 16.5*
Cc1cc(N=Cc2c(O)n(-c3ccc(C)c(C)c3)c(=O)c3ccccc23)no1 | -1.9
CC(C)(C)NC(=O)C(=O)NNC(=O)C12CC3CC(CC(C3)C1)C2 | 8.0
Cc1c(N2CCCC2)cc2c(c1N)C(C)(C)CC2(C)C | -6.9
O=C(Nc1ccccc1C(=O)NCc1ccco1)NC1CCCCC1 | 5.9
COC(=O)c1ccc(C(=O)N(CCN(C)C)c2nc3c(Cl)cccc3s2)cc1 | 4.7
NNC(=O)CN1C(=O)Nc2ccc(Cl)cc2C1c1ccccc1 (stereo not given) | 2.5
O=C(NNC(=O)C1CC1c1ccccc1)c1ccccc1[N+](=O)[O-] (stereo not given) | -0.3
COc1ccc(NC(=O)CCCC2CCCCC2)c(OC)c1 | 0.3
COc1ccc(OCCN2C(=O)c3ccccc3C2=O)c([N+](=O)[O-])c1 | 0.9
COc1ccc(NC(=O)Cc2nnc(SCC(=O)NC3CCCC3)n2C)cc1 | -0.5
COc1cccc(OCc2nc(-c3ccc(Br)o3)no2)c1 | 0.1
Cc1cc2ccccc2c(=O)n1CC(=O)Nc1ccc2c(c1)OCO2 | 2.7
CCOC(=O)C1=C(COC(=O)c2ccc3ccccc3c2O)NC(=O)NC1C (stereo not given) | -1.3
CCCCCC/C=C/c1ccc(OC)c([C@H]2[C@H]3C=CC[C@@H](C)[C@@H]3C(=O)N2Cc2ccccc2)c1 | 1.9
c1ccc(-c2nnc(Cn3c4ccccc4c4nc5ccccc5nc43)o2)cc1 | 0.9
Cc1csc(NC(=O)c2cncc(Br)c2)n1 | -0.7
O=C(Cc1ccccc1)NNc1ccc2ccccc2c1 | -1.4
COc1ccc(N(C(=O)c2csnn2)C(C(=O)NC2CCCC2)c2ccccc2)cc1 (stereo not given) | 0.3
NC(=O)CC(NC(=O)c1cccc(Br)c1)c1ccc(NC2CCN(Cc3ccccc3)CC2)c([N+](=O)[O-])c1 (stereo not given) | 4.8
COc1ccc(/C=C/C(=O)N(CC(C)C)CC(C)C)cc1Br | -1.1
O=C(Nc1ccc(F)cc1)C(c1cc2ccccc2o1)N1CCN(C(=O)c2ccco2)CC1 (stereo not given) | 0.4
CCN(CC)S(=O)(=O)c1cccc(C(=O)Nc2ccc(Cl)cn2)c1 | 1.5
CCCC(=O)NCc1cc(-c2nn(C)c(=O)c3ccccc23)ccc1OC | -1.7
C[C@H](CO)N1C[C@H](C)[C@@H](CN(C)Cc2ccncc2)Oc2c(NS(=O)(=O)c3cccs3)cccc2C1=O | 0.1
Nc1c(NC(=O)CC[n+]2ccccc2)cccc1[N+](=O)[O-] | 3.9
CC(=O)Nc1ccc(-c2nnn(CC(=O)c3ccc(F)cc3)n2)cc1Cl | -1.9
C=CCCCCCCCCC(=O)NNC1CC(=O)N(c2ccccc2)C1=O (stereo not given) | 2.1
Cc1cc(C)c2c(CN3CCCCC3C)cc(=O)oc2c1 (stereo not given) | 3.0
Cc1cc(N2CCN(C)CC2)nc2ccc(NC(=S)N3CCCCCC3)cc12 | -4.2

These rows are one share of the data; the hit share may differ from the screen's.
